Screens deposited in PubChem BioAssay by several laboratories.
S1P4 ag: agonists of human S1P4 receptor | O95977 | S1P4-expressing cell line, agonist reporter assay | activation, % at 4.98 µM | 220,000 compounds, 0.35% hits | AID 1509; in the data active means activation above about 11%;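 further: 0% = DMSO vehicle and 100% = reference agonist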
PERK inh: inhibitors of human PERK kinase; Q9NZJ5; CHO PERK-DD fusion, SEAP luminescence translation reporter; inhibition, % at 5.6 µM; 220,000 compounds, 0.17% hits;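 active means inhibition above the mean inhibition of all tested compounds plus 3 SD, set separately per screening campaign, cut at about 2.9% in these data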;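 further: PERK kinase domain activated by AP20187 dimerizer at 100 nM; 0% = DMSO with dimerizer and 100% = rapamycin at 8.4 µM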
TRPML3 agonist: human mucolipin-3 channel agonism; Q8TDD5; HEK293 TRPML3-YFP, Fluo-8 calcium fluorescence; 100% = the carbachol control signal; activation, % at 3 µM; 220,000 compounds, 0.29% hits; AID 1448;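 active means activation above its plate's cutoff, the mean activation of the plate's test wells plus 3 SD, cut at about 12% in these data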;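 further: 0% = DMSO only wells and 100% = carbachol wells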
Target sequence (Q8TDD5 whole entry, looked up): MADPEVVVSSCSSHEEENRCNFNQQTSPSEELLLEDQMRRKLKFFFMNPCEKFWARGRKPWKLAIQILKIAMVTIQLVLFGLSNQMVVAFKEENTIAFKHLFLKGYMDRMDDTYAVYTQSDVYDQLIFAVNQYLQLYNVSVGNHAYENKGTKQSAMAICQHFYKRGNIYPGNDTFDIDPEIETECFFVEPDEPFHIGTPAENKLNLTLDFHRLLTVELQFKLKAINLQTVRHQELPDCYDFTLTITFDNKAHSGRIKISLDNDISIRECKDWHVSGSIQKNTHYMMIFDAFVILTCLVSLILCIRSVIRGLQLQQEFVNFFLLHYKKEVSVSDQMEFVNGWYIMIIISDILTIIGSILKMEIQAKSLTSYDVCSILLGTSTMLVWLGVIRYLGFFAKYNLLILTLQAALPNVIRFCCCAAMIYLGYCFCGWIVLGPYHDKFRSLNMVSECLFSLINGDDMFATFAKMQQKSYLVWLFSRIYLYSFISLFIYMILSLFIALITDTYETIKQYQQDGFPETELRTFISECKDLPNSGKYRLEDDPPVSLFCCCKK
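system = HEK293 cells stably carrying human TRPML3-YFP | doses = one concentration, 3 µM nominal, 0.3% DMSO | timing = dye loading 1 h 37 °C then 30 min ambient, 125 s read | detection = Fluo-8 calcium dye fluorescence, ex 470-495, em 515-575 nm | benchmarks = high control carbachol 87 µM, low control DMSO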
S1P4 antagonist: human S1P4 receptor antagonism; AID 1510; 220,000 compounds, 0.26% hits; S1P4-expressing cells, antagonist mode, reporter read-out; inhibition, % at 4.98 µM; in the data active means inhibition above about 29%;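 further: 0% = wells stimulated with agonist and 100% = vehicle wells without agonist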
zfTRPN1 agonist: activates the zebrafish TRPN1 channel | HEK293 zebrafish TRPN1-YFP, Fluo-8 calcium fluorescence; 100% = response to 87 µM carbachol | 220,000 compounds, 0.18% hits | AID 1424 | activation, % at 3 µM;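 active means activation above its plate's cutoff, the mean activation of test wells on that plate plus 3 SD, cut at about 19% in these data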;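 further: 0% = DMSO alone and 100% = 87 µM carbachol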
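Control set: carbachol 87 µM as high control, DMSO as low control; system: HEK293 stable line with zebrafish TRPN1-YFP; read-out: % activation versus carbachol response; detection: intracellular calcium fluorescence with Fluo-8; doses: single test compound dose, 3 µM nominal, 0.3% DMSO; schedule: dye 1 h 37 °C plus 30 min RT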
m-calpain inh: inhibitors of pig calpain II; 220,000 compounds, 0.37% hits; inhibition, % at 16 µM; purified calpain II, fluorogenic peptide substrate, 30 min;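 active means inhibition above about 50%, limit read from the data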
BaF3 parental: parental Ba/F3 viability inhibition as JAK2V617F counter-screen. CellTiter-Glo ATP luminescence. 220,000 compounds, 1.1% hits. inhibition, % at 5.6 µM;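 active means inhibition above a per-campaign cutoff, the mean inhibition of all tested compounds plus 3 SD, cut at about 27% in these data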;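 further: 0% = DMSO wells and 100% = JAK Inhibitor I control wells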
EP2 mod: modulates human prostaglandin E2 receptor EP2 signaling; induction, % at 25 µM; EP2-expressing cells, cAMP HTRF FRET, PGE2 co-stimulation; 260,000 compounds, 0.83% hits; P43116;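 active means compounds whose cAMP rise, as percent of the full-agonist control response, exceeds 60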;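 further: rat C6 glioma line stably carrying human EP2 under a CMV promoter; the protocol text gives 20 µM as final concentration; 100% = response of wells given 1 µM PGE2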
Target sequence (P43116 whole entry, looked up): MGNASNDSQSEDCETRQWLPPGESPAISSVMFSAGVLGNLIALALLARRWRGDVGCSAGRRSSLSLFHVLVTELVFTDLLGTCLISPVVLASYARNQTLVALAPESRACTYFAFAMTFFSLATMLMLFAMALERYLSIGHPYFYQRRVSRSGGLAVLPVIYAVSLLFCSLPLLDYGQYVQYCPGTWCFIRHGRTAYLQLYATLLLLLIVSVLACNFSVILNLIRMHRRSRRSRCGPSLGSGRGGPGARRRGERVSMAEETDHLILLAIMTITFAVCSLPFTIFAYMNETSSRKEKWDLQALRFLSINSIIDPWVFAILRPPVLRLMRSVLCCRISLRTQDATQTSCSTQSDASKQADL
Ba/F3 V617F tox: lowers viability of Ba/F3 cells expressing EpoR and JAK2V617F; ATP luminescence; inhibition, % at 5.6 µM; 220,000 compounds, 1.1% hits; AID 1446;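 active means inhibition above the campaign mean plus 3 SD over all tested compounds, cut at about 24% in these data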;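 further: cytokine-independent growth of Ba/F3 cells driven by EpoR plus mutant JAK2; 0% = DMSO-treated cells and 100% = JAK inhibitor I control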
* hit, by the source's call.

Screening CC1=NN(C(N)=S)C(=O)C1N=Nc1ccc(C)cc1C (stereo not given) returned S1P4 ag -0.4, PERK inh -0.7, TRPML3 agonist 0.6, S1P4 antagonist -6, zfTRPN1 agonist -1.1, m-calpain inh 28, BaF3 parental 4, EP2 mod 8 and Ba/F3 V617F tox 0.
Screening CCN(CC)CCSc1nc(O)c(C(C)C)c(=O)[nH]1 returned S1P4 ag 0.5, PERK inh -1.1, TRPML3 agonist 1.2, S1P4 antagonist 1, zfTRPN1 agonist 1.3, m-calpain inh -21, BaF3 parental 3, EP2 mod 36 and Ba/F3 V617F tox 1.
`Cc1nc(CS(=O)(=O)c2ccccc2)cc(N2CCOCC2)n1` gave S1P4 ag -0.9, PERK inh 0.0, TRPML3 agonist -0.1, S1P4 antagonist -2, zfTRPN1 agonist 0.1, m-calpain inh 4, BaF3 parental 1, EP2 mod -4 and Ba/F3 V617F tox -3.
Screening CC(C(=O)c1ccccc1)n1c(N2CCOCC2)nc2c1c(=O)n(C)c(=O)n2C (stereo not given) returned S1P4 ag -1.5, PERK inh -0.1, TRPML3 agonist 0.1, S1P4 antagonist 3, zfTRPN1 agonist -0.6, m-calpain inh 14, BaF3 parental 1, EP2 mod 9 and Ba/F3 V617F tox -2.
Screening Cc1ccc(-c2cccc(C(=O)NCCc3ccccc3)n2)c2ccccc12 returned S1P4 ag 0.0, PERK inh 0.6, TRPML3 agonist 0.2, S1P4 antagonist 10, zfTRPN1 agonist 0.3, m-calpain inh 1, BaF3 parental 2, EP2 mod 14 and Ba/F3 V617F tox -3.
CCOC(=O)C1C(C(=O)NN)C1C(=O)Nc1ccccc1 (stereo not given) was read as S1P4 ag 0.8, PERK inh 1.6, TRPML3 agonist 0.4, S1P4 antagonist -4, zfTRPN1 agonist 0.3, m-calpain inh -13, BaF3 parental -2, EP2 mod 9 and Ba/F3 V617F tox -2.
CCCN(CCC)CCCNC(=O)c1cn(CC)c2ccc(S(=O)(=O)N3CCc4ccccc4C3)cc2c1=O was read as S1P4 ag 1.6, PERK inh -0.1, TRPML3 agonist -0.9, S1P4 antagonist -12, zfTRPN1 agonist -2.5, m-calpain inh 6, BaF3 parental 10, EP2 mod -35 and Ba/F3 V617F tox 0.
For CC(=O)c1ccc(NC(=S)NNC(=O)NC2CCCCC2)cc1 the results were S1P4 ag 1.9, PERK inh 0.0, TRPML3 agonist -0.5, S1P4 antagonist -2, zfTRPN1 agonist 1.2, m-calpain inh 5, BaF3 parental 4, EP2 mod -8 and Ba/F3 V617F tox 1.
`NC(=O)CSc1nnc(-c2cccs2)n1-c1ccccc1` gave S1P4 ag 0.5, PERK inh 0.3, TRPML3 agonist 0.3, S1P4 antagonist -6, zfTRPN1 agonist -0.7, m-calpain inh 6, BaF3 parental 1, EP2 mod -14 and Ba/F3 V617F tox 0.
CCOC(=O)CSc1nc2sc3c(c2c(=O)n1C1CCCCC1)CCN(C)C3 was read as S1P4 ag -2.1, PERK inh -0.1, TRPML3 agonist 0.6, S1P4 antagonist 11, zfTRPN1 agonist -0.5, m-calpain inh -15, BaF3 parental -1, EP2 mod 20 and Ba/F3 V617F tox -3.
Cc1nccn1-c1c([N+](=O)[O-])c(=O)n(C)c2ccccc12 was read as S1P4 ag 1.3, PERK inh 0.7, TRPML3 agonist 0.8, S1P4 antagonist 0, zfTRPN1 agonist 2.5, m-calpain inh -20, BaF3 parental -1, EP2 mod -9 and Ba/F3 V617F tox 1.
For NC(=O)c1ccc(NC(=O)COC(=O)C2CC(=O)N(Cc3ccccc3)C2)cc1 (stereo not given) the results were S1P4 ag 0.3, PERK inh 0.6, TRPML3 agonist 0.9, S1P4 antagonist 1, zfTRPN1 agonist 0.2, m-calpain inh -33, BaF3 parental 4, EP2 mod 16 and Ba/F3 V617F tox 0.
`Cc1ccc(NCc2nnc(SCC(=O)N3CCc4ccccc43)n2C)cc1` gave S1P4 ag -1.5, PERK inh -1.0, TRPML3 agonist 0.9, S1P4 antagonist -16, zfTRPN1 agonist 0.4, m-calpain inh -7, BaF3 parental 0, EP2 mod -31 and Ba/F3 V617F tox -1.
For O=c1c2c(-c3cccs3)csc2[nH]c(=S)n1-c1ccccc1 the results were S1P4 ag -1.4, PERK inh 0.7, TRPML3 agonist 0.0, S1P4 antagonist -8, zfTRPN1 agonist -1.0, m-calpain inh -13, BaF3 parental 9, EP2 mod -1 and Ba/F3 V617F tox 1.
COc1ccc(/C=N/NC(=O)CN(Cc2ccccc2)S(=O)(=O)c2ccc3c(c2)OCCO3)cc1 was read as S1P4 ag 1.2, PERK inh -0.4, TRPML3 agonist 0.3, S1P4 antagonist -14, zfTRPN1 agonist 2.0, m-calpain inh -51, BaF3 parental 7, EP2 mod -99 and Ba/F3 V617F tox 0.
`CC(C)OP(=O)(Nc1cccc2ccccc12)OC(C)C` gave S1P4 ag -0.3, PERK inh 0.3, TRPML3 agonist -0.7, S1P4 antagonist 19, zfTRPN1 agonist -0.3, m-calpain inh 4, BaF3 parental -1, EP2 mod 21 and Ba/F3 V617F tox -2.
For O=c1cc(O)sc2ccccc12 the results were S1P4 ag 1.4, PERK inh -0.2, TRPML3 agonist 0.0, S1P4 antagonist -13, zfTRPN1 agonist -0.9, m-calpain inh 21, BaF3 parental -2, EP2 mod 9 and Ba/F3 V617F tox -5.
Screening COc1ccc(Cc2c[nH]c(=O)[nH]c2=O)cc1 returned S1P4 ag 0.8, PERK inh -0.2, TRPML3 agonist 1.2, S1P4 antagonist 1, zfTRPN1 agonist 2.4, m-calpain inh -30, BaF3 parental 2, EP2 mod -2 and Ba/F3 V617F tox 0.
`COC(=O)C1=C(N)OC2=C(C(=O)CC(C)(C)C2)C1c1ccccc1OC` (stereo not given) gave S1P4 ag -1.5, PERK inh 0.2, TRPML3 agonist -0.1, S1P4 antagonist -22, zfTRPN1 agonist 0.5, m-calpain inh 20, BaF3 parental 2, EP2 mod 6 and Ba/F3 V617F tox 4.
For COc1ccc(S(=O)(=O)CCC(=O)NC2CCCCC2)cc1 the results were S1P4 ag -0.6, PERK inh -0.2, TRPML3 agonist 0.4, S1P4 antagonist -14, zfTRPN1 agonist 1.8, m-calpain inh 8, BaF3 parental 6, EP2 mod 17 and Ba/F3 V617F tox 0.
For CC(=O)C(Sc1ccc2nnc(-c3ccc(C)cc3)n2n1)C(C)=O the results were S1P4 ag 0.8, PERK inh -1.2, TRPML3 agonist -0.5, S1P4 antagonist -11, zfTRPN1 agonist -0.1, m-calpain inh 14, BaF3 parental 7, EP2 mod 6 and Ba/F3 V617F tox -1.
For CCN1CCN(Cc2c(C)[nH]c3ccc(C(=O)OC)cc3c2=O)CC1 the results were S1P4 ag -1.9, PERK inh 2.1, TRPML3 agonist 0.8, S1P4 antagonist 2, zfTRPN1 agonist 0.6, m-calpain inh -32, BaF3 parental 3, EP2 mod 0 and Ba/F3 V617F tox 1.
`COc1ccccc1NC(=O)CSc1nc2nc(C)cc(C)c2c(=O)[nH]1` gave S1P4 ag -2.4, PERK inh 1.6, TRPML3 agonist 0.6, S1P4 antagonist -9, zfTRPN1 agonist 2.0, m-calpain inh -11, BaF3 parental 2, EP2 mod 5 and Ba/F3 V617F tox 4.
Screening Cc1ncc([N+](=O)[O-])n1Cc1ccc(F)cc1 returned S1P4 ag -0.1, PERK inh -0.2, TRPML3 agonist 0.5, S1P4 antagonist -2, zfTRPN1 agonist 1.6, m-calpain inh 33, BaF3 parental 7, EP2 mod -26 and Ba/F3 V617F tox 4.
`CCn1c(SCC(=O)N=Nc2c(O)[nH]c3ccccc23)nnc1-c1ccc(C(C)(C)C)cc1` gave S1P4 ag -0.2, PERK inh 0.3, TRPML3 agonist 1.6, S1P4 antagonist -21, zfTRPN1 agonist -1.6, m-calpain inh 1, BaF3 parental 5, EP2 mod 6 and Ba/F3 V617F tox -3.
Screening c1ccc(-c2nc3nc4ccccc4nc3n2Cc2ccco2)cc1 returned S1P4 ag 2.2, PERK inh -1.0, TRPML3 agonist -1.6, S1P4 antagonist -7, zfTRPN1 agonist -1.1, m-calpain inh -71, BaF3 parental 3, EP2 mod 25 and Ba/F3 V617F tox 1.
Screening COc1ccccc1N1CCN(S(=O)(=O)c2cccc3nsnc23)CC1 returned S1P4 ag -1.2, PERK inh -0.3, TRPML3 agonist -0.1, S1P4 antagonist 0, zfTRPN1 agonist 0.8, m-calpain inh 19, BaF3 parental 8, EP2 mod 9 and Ba/F3 V617F tox 7.
Screening CC(C)CNC(=O)COC(=O)c1ccc(Cl)c(S(N)(=O)=O)c1 returned S1P4 ag 0.1, PERK inh 1.5, TRPML3 agonist 1.0, S1P4 antagonist -16, zfTRPN1 agonist 1.3, m-calpain inh 14, BaF3 parental 2, EP2 mod 1 and Ba/F3 V617F tox -1.
Screening CCCCCCCCC/C(=N\O)c1ccccn1 returned S1P4 ag 1.4, PERK inh -0.4, TRPML3 agonist -0.2, S1P4 antagonist -13, zfTRPN1 agonist -1.2, m-calpain inh 31, BaF3 parental -1, EP2 mod 25 and Ba/F3 V617F tox 2.
Screening Cc1nc2cc(N=NC3=C(O)CCCC3=O)ccc2s1 returned S1P4 ag 1.4, PERK inh 0.0, TRPML3 agonist 0.4, S1P4 antagonist 2, zfTRPN1 agonist -0.5, m-calpain inh -33, BaF3 parental 4, EP2 mod 10 and Ba/F3 V617F tox -1.
CN(C)c1ccc(/C=C/c2nc3ccccc3s2)cc1 was read as S1P4 ag 2.6, PERK inh 0.4, TRPML3 agonist 0.3, S1P4 antagonist 13, zfTRPN1 agonist 1.8, m-calpain inh -4, BaF3 parental 1, EP2 mod -46 and Ba/F3 V617F tox 1.
C#CCNC(=O)C1=C[C@@H](c2ccc3c(c2)OCO3)[C@H](CCCO)[C@@H](OCC)O1 was read as S1P4 ag -2.0, PERK inh 0.3, TRPML3 agonist -0.6, S1P4 antagonist 0, zfTRPN1 agonist -1.6, m-calpain inh 11, BaF3 parental 4, EP2 mod -9 and Ba/F3 V617F tox -2.
Screening O=C(Nc1nc(-c2ccc(S(=O)(=O)N3CCCCCC3)cc2)cs1)c1cccs1 returned S1P4 ag 0.1, PERK inh -0.4, TRPML3 agonist 0.9, S1P4 antagonist -20, zfTRPN1 agonist 2.5, m-calpain inh -291, BaF3 parental 2, EP2 mod -13 and Ba/F3 V617F tox -3.
For CCn1cc(C(=O)NCc2cccs2)c(=O)c2ccc(C)nc21 the results were S1P4 ag 2.1, PERK inh 0.1, TRPML3 agonist 0.1, S1P4 antagonist -27, zfTRPN1 agonist 2.5, m-calpain inh -26, BaF3 parental 5, EP2 mod 10 and Ba/F3 V617F tox 0.
For CCOc1ccc(-c2nnc(-c3ccco3)o2)cc1 the results were S1P4 ag 13*, PERK inh -0.1, TRPML3 agonist -0.3, S1P4 antagonist 6, zfTRPN1 agonist 0.2, m-calpain inh -111, BaF3 parental 0, EP2 mod -1 and Ba/F3 V617F tox -3.
Cc1cc(/C=C(\C#N)C(=O)NCc2cccs2)c(C)n1-c1ccc([N+](=O)[O-])cc1 was read as S1P4 ag 3.1, PERK inh 0.2, TRPML3 agonist 0.2, S1P4 antagonist -7, zfTRPN1 agonist 1.1, m-calpain inh -24, BaF3 parental 6, EP2 mod -1 and Ba/F3 V617F tox 1.
